SENP6 inh: SENP6 protease inhibition | Q9GZR1 | Recombinant SENP6 catalytic domain, aminoluciferin luminescence | inhibition, % at 10 µM | actives 1.8% (n = 330,000) | AID 2599;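 active = inhibition above about 50% at the single tested dose, limit read from the data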;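 also: plate controls were DMSO wells with enzyme for no effect and DMSO wells lacking enzyme for full effect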
SENP8 block-1: inhibitors of human SENP8 protease | AID 602440 | actives 0.64% (n = 360,000) | recombinant SENP8, Nedd8 substrate fluorescence | inhibition, % at 20 µM | Q96LD8; in the data active = inhibition mostly above about 40%, no sharp cut-off; inactive = mostly below about 27%
SENP1 inh: blocks the human SENP1 SUMO protease catalytic domain; Q9P0U3; recombinant SENP1 catalytic domain, CyPet-SUMO1-YPet FRET cleavage; inhibition, % at 10 µM; actives 0.21% (n = 360,000); AID 624204;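 active = inhibition at least 30% at 10 µM, raw YFP signal under a set limit, fluorescence ratio 0.5 to 1.5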;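 also: 0% = enzyme with DMSO and 100% = no enzyme wells; some results filed as inactive read as strong as hits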
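Compound: 10 µM single point, 0.5% DMSO; Test system: hSENP1 catalytic domain, recombinant; Timing: 50 min reaction at room temperature; Technique: FRET, CFP and YFP emission; Control set: no-enzyme wells low, DMSO-plus-enzyme wells high control.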
SENP7 block: blocks the human protease SENP7; recombinant SENP7, Z-RLRGG-aminoluciferin luminescence, 40 min; actives 1.5% (n = 330,000); inhibition, % at 5 µM; Q9BQF6;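 active = inhibition above about 50% at the single test dose, limit read from the data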;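 also: plate controls were DMSO with enzyme for no effect and no enzyme buffer wells for full effect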
Apaf-1 inh: inhibitors of human Apaf-1 apoptosome | O14727 | reconstituted apoptosome caspase-3 activity, DEVD-Rh110 fluorescence | inhibition, % at 20 µM | actives 0.71% (n = 330,000) | AID 489030; active = inhibition of at least 40% at 20 µM;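 also: plate controls were DMSO wells for no effect and DEVD-CHO caspase inhibitor wells for full effect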
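Material: biochemical Apaf-1 apoptosome reconstitution. Medium: Hepes buffer, pH 7.5. Also added: cytochrome c activation, bis-DEVD rhodamine 110 substrate. Timing: 30 min compound preincubation, 50 min activation, room temperature. Measured by: rhodamine 110 fluorescence at Ex 480/Em 540 nm.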
SENP8 block-2: SENP8 protease inhibition. Q96LD8. purified SENP8, Z-RLRGG-aminoluciferin cleavage, luminescence. inhibition, % at 10 µM. actives 1.2% (n = 330,000). AID 2540; in the data active = inhibition above about 50%
PfGluPho inh: PfG6PD (Plasmodium falciparum) enzyme inhibition; PfGluPho enzyme, NADPH resazurin-diaphorase fluorescence; inhibition, % at 20 µM; actives 0.78% (n = 350,000);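 active = inhibition reaching at least a set limit at 20 µM in the primary screen, cut at about 59% in these data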;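 also: 0% = DMSO wells with substrate and 100% = DMSO wells lacking glucose-6-phosphate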
HKDC1 inhibitor: HKDC1 (human) hexokinase inhibition; recombinant HKDC1, G6PDH/diaphorase resazurin coupled fluorescence; inhibition, % at 20 µM; actives 0.16% (n = 340,000);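 active = inhibition above about 35% when tested at 20 µM, limit read from the data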;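 also: plate controls were DMSO wells with enzyme for no effect and DMSO wells lacking enzyme for full effect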
Target sequence (Q2TB90 whole entry, looked up): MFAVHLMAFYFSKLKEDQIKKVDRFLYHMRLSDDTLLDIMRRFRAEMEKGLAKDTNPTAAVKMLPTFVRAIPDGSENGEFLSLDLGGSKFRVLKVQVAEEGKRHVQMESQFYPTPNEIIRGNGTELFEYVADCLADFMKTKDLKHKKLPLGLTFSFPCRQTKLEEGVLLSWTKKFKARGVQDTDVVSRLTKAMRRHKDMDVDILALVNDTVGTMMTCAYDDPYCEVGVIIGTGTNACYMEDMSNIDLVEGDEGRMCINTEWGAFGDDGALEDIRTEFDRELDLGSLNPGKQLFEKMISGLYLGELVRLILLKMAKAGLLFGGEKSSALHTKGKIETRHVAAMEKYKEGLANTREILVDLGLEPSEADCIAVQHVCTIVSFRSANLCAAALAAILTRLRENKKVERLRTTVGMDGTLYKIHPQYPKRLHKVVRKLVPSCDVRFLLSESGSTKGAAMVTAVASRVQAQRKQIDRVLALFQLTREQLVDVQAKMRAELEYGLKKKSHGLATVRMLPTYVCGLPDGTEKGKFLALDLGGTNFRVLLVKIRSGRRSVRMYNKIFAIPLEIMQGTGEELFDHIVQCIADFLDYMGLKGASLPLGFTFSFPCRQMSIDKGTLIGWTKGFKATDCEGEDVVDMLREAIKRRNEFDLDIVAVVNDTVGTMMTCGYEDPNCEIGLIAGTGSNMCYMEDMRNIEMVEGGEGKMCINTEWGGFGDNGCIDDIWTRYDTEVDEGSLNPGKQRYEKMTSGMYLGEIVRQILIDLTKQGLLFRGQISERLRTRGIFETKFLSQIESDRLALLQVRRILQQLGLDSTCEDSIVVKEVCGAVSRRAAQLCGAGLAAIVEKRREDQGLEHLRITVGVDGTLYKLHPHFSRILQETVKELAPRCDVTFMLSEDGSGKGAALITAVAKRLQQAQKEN
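Test system: HK5 enzyme. Quantity: 5 µg/mL HK5 final. Reagent: glucose and ATP substrates. Schedule: 90 min reaction incubation at room temperature, dark. Technique: resazurin-to-resorufin fluorescence via G6PDH and diaphorase coupling, 525/613 nm. Control set: DMSO wells with and without enzyme mix.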
The depositor's hits bear a star; . = no result given.

A first look (4 entries):
SMILES	SENP6 inh	SENP8 block-1	SENP1 inh	SENP7 block	Apaf-1 inh	SENP8 block-2	PfGluPho inh	HKDC1 inhibitor
CCN(CCNC(=O)C1CCCN(c2ncnc3c2nc2n3CCCCC2)C1)Cc1ccccc1 (stereo not drawn)	13	4	0	-4	5	-2	-4	-2
Cc1cc(-c2nnc(SCC(=O)Nc3ccccc3Cl)n2C)no1	-10	7	0	-7	-12	1	-1	-2
COCCCNC(=O)Nc1ccc2c(c1)N(C)C(=O)CS2	6	17	1	-2	0	2	11	-2
CC1CCc2nc3ccccc3c(C(=O)OCC(=O)N(C)C3CCS(=O)(=O)C3)c2C1 (stereo not drawn)	-9	-10	-3	-1	-10	-1	19	-2

The listing, previewed entries included:
SMILES	SENP6 inh	SENP8 block-1	SENP1 inh	SENP7 block	Apaf-1 inh	SENP8 block-2	PfGluPho inh	HKDC1 inhibitor
CCN(CCNC(=O)C1CCCN(c2ncnc3c2nc2n3CCCCC2)C1)Cc1ccccc1 (stereo not drawn)	13	4	0	-4	5	-2	-4	-2
Cc1cc(-c2nnc(SCC(=O)Nc3ccccc3Cl)n2C)no1	-10	7	0	-7	-12	1	-1	-2
COCCCNC(=O)Nc1ccc2c(c1)N(C)C(=O)CS2	6	17	1	-2	0	2	11	-2
CC1CCc2nc3ccccc3c(C(=O)OCC(=O)N(C)C3CCS(=O)(=O)C3)c2C1 (stereo not drawn)	-9	-10	-3	-1	-10	-1	19	-2
COC(=O)CN1C(=O)N/C(=C/c2ccccc2OC)C1=O	0	-142	-1	4	1	8	9	-5
CCOC(=O)/C(C#N)=C/c1c[nH]c2ccccc12	-7	19	-30	-1	10	-17	8	-4
CC(=O)c1ccc(NC(=O)COc2ccccc2C(=O)Nc2ccccc2)cc1	19	-5	1	-4	11	-1	25	6
CCOC(=O)c1sc(=NC(=O)/C=C/c2cccs2)n(C)c1C	2	-415	-44	9	2	-7	-16	-5
O=C(CN1CCCCCC1)OCCN=C1NS(=O)(=O)c2ccccc21	-20	27	-1	-6	2	-6	-17	0
CN1N=C2c3ccccc3CCC2C1c1ccc(C(F)(F)F)cc1 (stereo not drawn)	-12	.	.	0	3	-4	3	3
O=C(O)C(Cc1ccccc1)N1C(=O)C2CCCCC2C1=O (stereo not drawn)	-32	5	3	0	7	-12	-1	-6
Cc1nc(-c2cc(-c3nc(-c4cc(C(F)(F)F)cc(C(F)(F)F)c4)no3)no2)cs1	1	14	1	-3	-12	3	26	1
COc1ccccc1C(=O)NCCCn1cc(Br)c(C)n1	-19	4	-7	-9	8	-5	-6	2
Cc1cc(C)cc(-n2nnnc2-c2cn(C)nc2C(F)(F)F)c1	-2	18	0	2	15	0	-15	-11
CCc1cccc2c(C(=O)COC(=O)c3ccc(O)cc3)c[nH]c12	-16	10	1	4	7	2	10	-8
O=C(COC(=O)c1ccccc1Br)NCCc1ccc(F)cc1	-17	12	0	-9	0	-3	-7	-15
COc1ccc(C(=O)NCCOc2cccc(OC)c2)cc1	-1	13	3	4	-1	-6	23	-9
O=C(CSc1ccsc1[N+](=O)[O-])NC1CCCC1	-1	22	0	-7	-4	-1	8	-6
O=C(CN(c1ccccc1)S(=O)(=O)c1ccccc1)Nc1ccccc1C(=O)NCc1ccco1	11	-18	-1	4	4	2	22	-3
O=C(CSc1nnc(-c2ccccn2)n1-c1ccccc1)Nc1ccc2c(c1)OCO2	-18	18	0	3	-2	2	-9	-11
CC(=O)Nc1ccc(S(=O)(=O)Nc2nc3ccccc3nc2Nc2ccc(S(N)(=O)=O)cc2)cc1	-23	-305	-56	-4	8	-5	-35	2
O=C(CSc1nnc2scc(-c3ccccc3)n12)Nc1ccc2c(c1)OCCO2	-12	12	1	1	-6	5	-23	-9
O=C(/C=C/c1ccccc1Cl)Nc1ccc2c(c1)C(=O)NC2=O	8	-383	-3	5	-10	-8	-3	2
C/C(=N/NC(=O)CCc1ccccc1)c1ccco1	12	4	3	-1	-11	-4	0	-7
OCC1OC(O)CC(O)C1O (stereo not drawn)	.	24	4	.	.	.	5	-6
O=S(=O)(NCC1CC1)c1ccc(F)c(Cl)c1	-17	7	2	3	-1	-7	10	-6
COc1cc(C(=O)Nc2ccc(C(=O)NCC3CCCO3)cc2)cc(OC)c1OC (stereo not drawn)	3	8	0	-9	-6	-10	-3	1
CC(=O)N[C@H]1[C@H]([C@H](O)[C@H](O)CO)O[C@](O)(C(=O)O)C[C@@H]1O	.	4	1	.	.	.	1	-2
COc1cc(OC)cc(C(=O)NNC(=O)C2CCCC2)c1	0	3	0	3	5	-3	1	4
COc1ccc([C@H]2CC(=O)C=C(C#CC(C)(C)C)C2)cc1	10	4	1	4	14	0	12	4
C[C@@]12C(=O)N(Cc3ccc(-c4ccccc4)cc3)CC(=O)N1[C@H](/C=C/c1ccccc1)[C@@H]1C(=O)N(c3ccccc3)C(=O)[C@@H]12	-3	-6	1	-2	23	-4	7	5
COc1cccc(NC(=O)Cc2ccccc2)c1	74*	18	-1	78*	7	67*	3	5
C/C(=N\N=C1/NC(=O)C(C)S1)c1ccc([N+](=O)[O-])cc1 (stereo not drawn)	21	30	5	14	4	5	-15	9
C=CCn1c(SC(C)C(=O)NC2CC2)nnc1-c1ccoc1C (stereo not drawn)	-5	21	2	-4	16	-1	1	-7
CCn1cc(C(=O)NCCC2=CCCCC2)c(=O)c2cc(S(=O)(=O)N(C)C)ccc21	-9	7	2	-5	2	0	32	7
C=CCc1cccc2cc(C(=O)N(C)C)c(=O)oc12	0	-34	-5	-12	-9	-4	-5	-1
COC(=O)c1ccc(COc2ccc(C(=O)c3ccccc3)cc2)o1	5	-8	0	5	21	7	9	-24
COCC(C)N1C(=O)Cc2c1nc(N)c1c(N)nc(N3CCN(c4ccccc4F)CC3)c(C#N)c21 (stereo not drawn)	75*	-394	-68	24	97*	26	5	10
CCOC(=O)CC1CCCCN1Cc1nc(-c2ccc(F)c(OC)c2)oc1C (stereo not drawn)	17	-4	-13	6	2	1	1	-5
Cc1cccnc1NC(=O)c1ccc(NS(=O)(=O)/C=C/c2ccccc2)cc1	-3	20	-1	-7	4	-6	-12	-2
COc1cnn(-c2cccc(Cl)c2)c(=O)c1Cl	-5	6	-2	-5	-7	-2	-1	-1
C[C@@]12C(=O)N(Cc3ccccc3)CC(=O)N1[C@H](/C=C/c1ccccc1)[C@@H]1C(=O)N(c3ccccc3)C(=O)[C@@H]12	-5	.	.	0	3	-1	11	-3
Cc1ccccc1-c1nnc(SCC(=O)N2CCCC2)o1	-16	26	0	1	1	-10	11	-7
COc1ccccc1C(=O)CSc1nnc(-c2ccco2)o1	15	8	4	7	6	0	9	-6
COc1cccc(CNC(=O)CSc2nc(=O)n(Cc3ccncc3)c3c2CCC3)c1	-25	2	-1	-5	0	-7	9	0
Cn1c(SCc2ccccc2)nc2ccsc2c1=O	-19	4	2	-5	1	-6	2	-3
CCOC(=O)NC(=O)CSc1nc2ccc([N+](=O)[O-])cc2[nH]1	-12	11	3	8	3	-13	6	6
COC(=O)c1ccccc1S(=O)(=O)NCc1nc2nc(C)cc(C)n2n1	-2	11	1	3	1	0	-13	-5
Brc1cccc(OCCSc2ncccn2)c1	-7	5	1	-15	10	-11	1	-5
O=C(Nc1nc2ccccc2s1)NC1CCCCC1	9	10	-2	5	11	4	5	-8
CCCCC[C@H]1CN(Cc2ccccc2)C(=O)[C@@H]1CC(=O)NCc1ccccc1	-11	9	3	1	22	-8	4	3
CC(C)(C)C(=O)Nc1nnc(SCC(=O)NCc2cccs2)s1	-9	0	3	3	-4	-1	-10	-1
CCNS(=O)(=O)c1ccc(CCC(=O)NC2CCCC2)cc1	-34	33	0	-6	11	-9	2	-14
CN(C(=O)c1ccc(NC(=O)C2CCN(C(=O)OC(C)(C)C)CC2)cc1)C1CCC1	4	15	-1	2	14	8	-5	-4
COc1ccc(Cl)cc1NC(=O)CN1CCC(n2nnc3ccccc32)CC1	2	6	1	5	8	6	9	0
Cc1ccc2nc(CSc3nnc(-c4ccco4)o3)cc(=O)n2c1	-4	-216	-21	12	10	1	6	15
CC(=O)OC1COC(OC(C)=O)CO1 (stereo not drawn)	.	15	3	.	.	.	-8	3
Cc1ccc([N+](=O)[O-])cc1NC(=O)C1CCN(S(C)(=O)=O)CC1	-15	6	1	-7	0	-15	-7	-6
O=c1c(-c2ccc(Cl)cc2)[n+]([O-])c2ccccc2n1O	2	-7	10	-2	13	-10	2	-1
N#CCS(=O)(=O)c1ccccc1	-4	10	2	0	-1	0	-3	-4

Further compounds follow.
SMILES	SENP6 inh	SENP8 block-1	SENP1 inh	SENP7 block	Apaf-1 inh	SENP8 block-2	PfGluPho inh	HKDC1 inhibitor
Cc1nc2c(-c3ccc(F)cc3)c(C)nn2c(C)c1CCC(=O)Nc1ccc(F)cc1F	4	-28	0	1	-3	2	-1	-8
Cc1nonc1CN(C)C(=O)CC1C(=O)NCCN1Cc1ccccc1C(F)(F)F (stereo not drawn)	-6	0	4	2	-2	7	-5	-3
CCOC(=O)c1sc(NC(=O)C(C)(C)C)cc1C	-3	6	1	-5	6	-8	15	-1
CCCCCC(=O)Nc1ncc2c(n1)CC(c1cccs1)CC2=O (stereo not drawn)	-12	-1	6	-4	0	-1	-18	3
O=C(Nc1cc(Cl)ccc1-n1cncn1)c1ccc([N+](=O)[O-])s1	27	26	-6	13	13	15	14	5
COc1ccccc1NS(=O)(=O)c1cc2c3c(c1)CC(=O)N3CCC2	15	13	0	-5	-3	2	-22	-2
Cc1[nH]c(=S)c(C#N)c2c1CCCC2	7	-1	-2	1	-1	-4	81*	10
Cc1cc(C)n(CC(=O)n2c3c(c4ccccc42)CCCC3)n1	2	3	-5	-16	10	-8	6	-3
OC(COc1ccc2cc(Br)ccc2c1)Cn1ccnc1 (stereo not drawn)	-31	11	3	-2	16	-16	-4	5
C[C@H](NC(=O)[C@H]1N2C(=O)c3ccccc3C2SC1(C)C)C(=O)NCC1CCCO1 (stereo partly drawn)	-2	13	2	1	0	2	3	-4
CCOC(=O)c1cnc(SC)nc1Sc1ccccc1Cl	-15	21	1	1	6	-6	7	6
Cc1csc(NC(=O)c2cc(-c3ccncc3)nc3ccccc23)n1	0	2	7	4	6	-4	-27	12
CCCCNC(=S)NNC(=O)c1ccco1	5	8	1	1	-3	7	-12	-5
O=C(Oc1ccc(C(=S)N2CCOCC2)cc1)c1ccc(F)cc1	-5	16	1	2	6	-11	9	-2
CC(C)n1cnc2cc(NC(=O)c3ccco3)ccc21	0	6	4	-6	6	-8	-7	-5
CCOCc1cc(CN2CCCC(CNC(=O)c3ccco3)C2)ccc1OC (stereo not drawn)	-7	4	0	3	0	2	14	-5
C/C(=N\NC(=O)CN1CCOCC1)C(C)(C)C	-17	17	0	-11	-17	-10	-2	-4
CCOCc1nnc(NC(=O)c2cccc(OC)c2)s1	-9	5	-1	-14	14	-20	22	-6
CCCCN(C(=O)c1ccc(S(=O)(=O)N2CCC(C)CC2)cc1)C1CCS(=O)(=O)C1 (stereo not drawn)	-1	0	2	15	9	-12	5	-4
CCc1cc2c(SCC(=O)NC3CCS(=O)(=O)C3)ncnc2s1 (stereo not drawn)	6	8	-6	-9	-19	6	0	3
CC1CCN(C(CNS(=O)(=O)c2ccccc2)c2ccccc2)CC1 (stereo not drawn)	-27	8	2	1	2	-7	-7	-5

Compound activity deposited in PubChem by Sanford-Burnham Center for Chemical Genomics.
